# SSB-PriA inh: K. pneumoniae PriA-SSBct interaction inhibition. AlphaScreen SSBct-PriA binding, biotinylated peptide. inhibition, % at 33 µM. 0.6% of 430,000 active. AID 1272365; in the data active means inhibition mostly above about 37%, no sharp cut-off; inactive means mostly below about 20%;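 further: plate controls were negative control peptide for no effect and reference peptide for full effect; strong numbers were not always called active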
# Numbers without * were called inactive; & = joins results of further samples. Only part of the results is shown, so the mix of outcomes need not match the whole.
SMILES,SSB-PriA inh
O=C1OC(N2CCOCC2)c2ccccc21 (configuration not stated),-10.0
Cc1ccccc1CCC(=O)N1C2CCC1CC(S(=O)(=O)c1ccccc1)C2 (configuration not stated),-4.0
NC(=O)C(=O)NCC1CCN(c2ccncc2)CC1,0.0
C=CCn1c(SCC(N)=O)nc2scc(-c3ccc(C)c(C)c3)c2c1=O,-10.0
O=C(Nc1ccc(Cl)cc1C(F)(F)F)c1ccc2nc[nH]c2c1,-9.0
N#CCCSc1ccccc1NC(=O)/C=C/c1ccc([N+](=O)[O-])s1,-7.0
Cc1ccc(S(=O)(=O)N=C(CN2CCCCC2)N2CCOCC2)cc1,-7.9
Cc1cccc(-c2nc3n(n2)C(c2cccc(C)c2)C2=C(CC(C)(C)CC2=O)N3)c1 (configuration not stated),-4.0
COc1ccc2nc(N=C(N)NC(=O)Nc3ccccc3)nc(C)c2c1,6.7
Cc1cn2c3c(=O)n(C)c(=O)n(C)c3nc2n1-c1ccc(C(F)(F)F)cc1,-4.0

# Grouped by structure, the entries above with fluorine.
SMILES,SSB-PriA inh
O=C(Nc1ccc(Cl)cc1C(F)(F)F)c1ccc2nc[nH]c2c1,-9.0
Cc1cn2c3c(=O)n(C)c(=O)n(C)c3nc2n1-c1ccc(C(F)(F)F)cc1,-4.0

# Going on with the list:
SMILES,SSB-PriA inh
Cn1nc(-c2cccs2)cc1C(=O)N1CCCC(Cc2nc(C3CC3)no2)C1 (configuration not stated),-8.0
N#Cc1ccc(C(=O)NCC2CCN(Cc3cccs3)CC2)cc1,-9.0
CCN(CC)C(=S)SCC(=O)Nc1c(Cl)cccc1Cl,-9.0
Cc1c(NC(=O)c2sc3cc(F)ccc3c2Cl)c(=O)n(-c2ccccc2)n1C,0.0
COc1cccc(C=Nn2c(=O)[nH]c3ccccc32)c1OC,-6.9
O=C(c1ccc2c(=O)nc3c(-c4ccccc4)n[nH]n3c2c1)N1CCN(c2ccccc2F)CC1,-11.0
C=CCn1cc(C=NNc2nc3ccccc3[nH]2)c2ccccc21,61.4*
Cc1cc(NC(=O)Cn2nc3ccc(SC(C)(C)C)nn3c2=O)ccc1Br,-10.0
COc1ccccc1C(O)Cn1cc(C(=O)NCCC2=CCCCC2)nn1 (configuration not stated),4.0
COc1ccc(C=Nn2c(N)c(S(=O)(=O)c3cccs3)c3nc4ccccc4nc32)cc1OC,1.0

# Three compounds out of the list, sorted by heavy-atom count, high to low:
SMILES,SSB-PriA inh
Cc1cc(NC(=O)Cn2nc3ccc(SC(C)(C)C)nn3c2=O)ccc1Br,-10.0
Cc1ccc(S(=O)(=O)N=C(CN2CCCCC2)N2CCOCC2)cc1,-7.9
O=C(Nc1ccc(Cl)cc1C(F)(F)F)c1ccc2nc[nH]c2c1,-9.0

# Additional results follow:
SMILES,SSB-PriA inh
Cc1cccc(-c2nc(C)c(CCNC(=O)c3ccccc3Br)s2)c1,0.0
O=C(Cn1c(=O)n(Cc2cccs2)c(=O)c2ncccc21)N1CCCc2ccccc21,-8.0
COC(=O)N1CCc2ccc(NC(=O)CSc3ccc(F)cc3)cc2C1,-14.0
CCOc1ccc(-c2nc(S(=O)(=O)c3ccccc3)c(NCc3ccco3)o2)cc1,-7.0
COC(CNC(=O)CCc1c(C)noc1C)c1ccco1 (configuration not stated),-16.0
COc1ccc(-n2c(C)nc3ccc(NC(=O)c4ccc(S(=O)(=O)N(C)C)cc4)cc3c2=O)cc1,1.0
COc1cccc(OCC(=O)N(CCn2nc(C)cc2C)c2nc3ccccc3s2)c1,-1.0
COC(=O)c1ccc(Oc2coc3c4c(ccc3c2=O)OCN(C2CC(C)(C)NC(C)(C)C2)C4)cc1,-13.0
C=CCN1C(=O)C(C)(C)COc2ccc(NC(=O)c3cc4ccccc4oc3=O)cc21,18.0
CCOC(=O)c1ccc(NC(=O)CC2SC(=NN=Cc3c[nH]c4ccccc34)NC2=O)cc1 (configuration not stated),-3.3
COc1ccc2nc(-c3ccc(C)c(NC(=O)NCc4ccccc4)c3)cn2n1,-2.0
CCS(=O)(=O)c1ccccc1C(=O)Nc1nc(-c2ccc3c(c2)OCO3)cs1,27.0
COc1cccc(C(=O)NCc2ccsc2)c1,1.0
O=S(=O)(NCCn1ccnc1-c1ccccn1)c1ccc2c(c1)OCCO2,5.0
O=C(NCC(O)(c1ccco1)C1CC1)c1cc(-c2ccccc2)on1 (configuration not stated),-5.0
Cn1nc(CNC(=O)c2cccn(C)c2=O)c2c1CCCC2,2.0
CCn1nc(C)cc1C(=O)Nc1ccc(S(N)(=O)=O)cc1,-16.0&-2.0
CC(=NNC(=O)c1ccc(Cl)cc1)c1ccccn1,45.0*
COc1cc(C(=O)Nc2cc(C)nn2C(C)C)cc(OC)c1OC,7.0
O=C(CN1CCN(Cc2nc(-c3cccs3)cs2)CC1)NCc1ccc(F)cc1,4.0

# As a short view, some entries already given.
SMILES,SSB-PriA inh
COc1ccc2nc(-c3ccc(C)c(NC(=O)NCc4ccccc4)c3)cn2n1,-2.0
CCS(=O)(=O)c1ccccc1C(=O)Nc1nc(-c2ccc3c(c2)OCO3)cs1,27.0

# More structures:
SMILES,SSB-PriA inh
O=C1Nc2ccccc2Oc2ccc(NS(=O)(=O)Cc3cccc(Cl)c3)cc21,32.0
CCS(=O)(=O)Nc1cc(N2CCCS2(=O)=O)ccc1OC,-2.0
C=CCNC(=S)N/N=C\c1ccc(-c2cccc([N+](=O)[O-])c2)o1,4.0
N#Cc1ccc(C(=O)Nc2nc3ccc(Cl)cc3s2)cc1,-4.0
O=C(NCCc1ncc(-c2cccs2)[nH]1)C1CC(=O)N(c2ccc(F)cc2)C1 (configuration not stated),-2.0
COc1cc2ccccc2cc1C(=O)Nc1sccc1C(N)=O,-14.0
Cc1cc(=O)[nH]c(NN=Cc2ccc(N(C)C)cc2)n1,7.9
O=C(c1cc(=O)c2ccccc2o1)N1CCN(C(=O)c2cnn3ccccc23)CC1,-9.0
COc1ccc(-n2c(-c3ccc(Br)cc3)n[nH]c2=S)c(OC)c1,22.0
CCOc1ccc(NC(=O)CCN2C(=O)/C(=C/c3cccs3)SC2=S)cc1,4.0
Cc1ccc(Oc2ccccc2C=NO)cc1,-9.7
CN1CCN(NC(=O)C2COCC(=O)N2Cc2ccccc2)CC1 (configuration not stated),-19.0
Cc1ccc(S(=O)(=O)N2CCCC2C(=O)N2CCOCC2)cc1 (configuration not stated),0.0
S=c1[nH]nc(-c2cccnc2)n1N=C/C(Cl)=C\c1ccccc1,-2.3
Cn1nc(CNS(=O)(=O)c2ccc(Br)s2)c2c1CCCC2,0.0
O=S(=O)(NCc1ccc([C@@H](O)c2ccco2)s1)c1ccc2c(c1)OCCO2,-9.0
O=C1/C(=C\c2cccs2)SC(=S)N1CCS(=O)(=O)O,-3.0
Cc1ccc(C)c(S(=O)(=O)NCC(c2ccc3c(c2)CCCN3C)N(C)C)c1 (configuration not stated),51.0
COc1ccc(Cl)cc1NC(=O)NCCc1csc2nc(-c3ccccc3F)nn12,-1.0
COc1ccc(N(C)S(=O)(=O)c2ccsc2-c2nc(-c3ccc(C)cc3)no2)cc1,-12.0

# 4 compounds drawn at random from those above, as already listed:
SMILES,SSB-PriA inh
O=S(=O)(NCc1ccc([C@@H](O)c2ccco2)s1)c1ccc2c(c1)OCCO2,-9.0
COc1ccc(Cl)cc1NC(=O)NCCc1csc2nc(-c3ccccc3F)nn12,-1.0
Cc1ccc(C)c(S(=O)(=O)NCC(c2ccc3c(c2)CCCN3C)N(C)C)c1 (configuration not stated),51.0
Cn1nc(CNS(=O)(=O)c2ccc(Br)s2)c2c1CCCC2,0.0

# New compounds follow.
SMILES,SSB-PriA inh
C=Cc1ccc(CSc2nccn(-c3ccc(C)cc3)c2=O)cc1,-35.0
Cc1ccc2[nH]c3c(=O)n(CC(C)c4ccccc4)cnc3c2c1 (configuration not stated),-4.0
CC(=O)c1c[nH]c2ccccc12,-14.0
COc1ccc(S(=O)(=O)N2CCCc3cc(NS(=O)(=O)c4cccc(C)c4)ccc32)cc1,6.0
CC(=NNc1ncc(Cl)cc1Cl)c1ccc(OC(F)F)cc1,-8.2
O=c1c2ncccc2n(Cc2ccc(Cl)cc2Cl)c(=O)n1Cc1cccs1,-1.0
CC(=O)N1C2CCC1CC(S(=O)(=O)c1ccccc1)C2 (configuration not stated),-7.0
Cc1ccc(N2CC(C(=O)Nn3cnc4c(cnn4C(C)(C)C)c3=O)CC2=O)cc1 (configuration not stated),-9.0
O=C(NCc1cccs1)NC1CCC(Oc2ncc(F)cn2)CC1 (configuration not stated),-12.0
COc1ccc(C2CC(=O)N(Cc3ccccc3F)c3ccccc3S2)cc1OC (configuration not stated),-6.0
CCS(=O)(=O)NCCn1nc(-n2cccn2)ccc1=O,-9.0
O=c1c(-c2nc(-c3ccsc3)no2)cccn1Cc1ccc(OC(F)(F)F)cc1,-15.0
NS(=O)(=O)c1ccc(Nc2nc3sc4c(c3c(=O)s2)CCCC4)cc1,-8.0
COC(=O)c1ccc(NC(=O)C23CCC(C)(C(=O)C2)C3(C)C)cc1 (configuration not stated),4.0
CC(=O)c1ccc(NC(=O)Cn2nc(C3CCCN(S(C)(=O)=O)C3)n(C)c2=O)cc1 (configuration not stated),4.0
O=C(CSc1nnc(CNC(=O)c2ccco2)o1)NCC1CCCO1 (configuration not stated),-15.0
CC(C)CNC(=O)Cc1csc(Nc2cccc(C(F)(F)F)c2)n1,-3.0
Cc1ccc(C(=O)Nc2nc3ccc4ccccc4c3s2)c(C)c1,1.0
Cn1nc(C(=O)N2CCN(Cc3nc(-c4ccc(Cl)cc4)cs3)CC2)ccc1=O,1.0
CC(=NNC(=O)c1ccc2ccccc2c1)c1cccs1,-10.2
COc1ccc(CNC(=O)NCC(c2ccc3c(c2)CCN3C)N2CCCC2)cc1OC (configuration not stated),14.0
Cc1cccc(NC(=O)Cc2csc(Nc3ccc(F)cc3)n2)c1,0.0
COC(=O)c1sc2ccccc2c1NC(=O)c1ccccc1Cl,4.0
CC(C)(C)c1csc(=O)[nH]1,-11.0
CCOc1cccc2sc(N(CCCN(C)C)C(C)=O)nc12,0.0
COC(=O)c1ccccc1N(C)C(=O)C1CN(S(C)(=O)=O)C1,-10.0
Nc1nnc(-c2cccs2)o1,3.0
CCc1cc(=O)[nH]c(SCC(N)=O)n1,-9.0
COc1ccc(C(=O)Cn2nc(C3CCN(S(C)(=O)=O)CC3)n(C)c2=O)cc1,-4.0
O=C(NCc1nn(C2CCCC2)c2c1CCCC2)[C@@H]1COc2ccccc2O1,4.0
Cc1cc(C)cc(Nc2nc(C)cc3nn(CC(=O)Nc4cccc(Cl)c4)c(=O)n23)c1,-8.0
Cc1csc(CN2CCN(C(=O)c3ccc(S(=O)(=O)N(C)C)cc3)CC2)n1,-23.0
N#Cc1ccsc1NC(=O)Cc1ccc(F)cc1,-13.0
O=C(Nc1ccc(Cl)c(Cl)c1)N1CCN(CCn2cccn2)CC1,-17.0
O=[N+]([O-])c1ccccc1S(=O)(=O)Nc1ccc(N2CCOCC2)cc1,6.0
COc1ccc(OC)c2sc(N(CCCn3ccnc3)C(=O)COc3ccccc3)nc12,73.0*
COc1cccc2c(Nc3ccc(F)c(Cl)c3)c(C#N)cnc12,-10.0
Fc1ccccc1C=Nn1c(C2CCCCC2)n[nH]c1=S,6.4
Cc1nc2oc(-c3ccccc3)nc2cc1NC(=O)c1c(-c2ccccc2Cl)noc1C,26.0
Cc1cc(C(=O)NCc2cncc(-c3ccsc3)c2)no1,-9.0
CCOC(=O)CCC(=O)N1CCC(c2nnc(C3CC3)s2)CC1,-12.0
CC(=O)Nc1cccc(NS(=O)(=O)Cc2noc3ccccc23)c1,2.0
COC(=O)c1scc(-c2ccc(C)cc2)c1S(=O)(=O)Nc1ccc(C)c(Cl)c1,2.0
CC1CCN(S(=O)(=O)Nc2cccc3cccnc23)CC1,-53.0
COCC(=O)NCCNc1ccc(-n2cccc2)nn1,11.0
C=CCNC(=O)C(=O)NC[C@@H](c1cccs1)S(=O)(=O)c1cccs1,-16.0
O=C(COc1ccccc1)N(Cc1ccccn1)c1nc2ccc(Cl)cc2s1,-3.0
COc1cc(COCC2CCN(Cc3ccccn3)CC2)cc(OC)c1,-3.0
O=C1NCCN1C(=O)NCC1CCN(S(=O)(=O)c2cccnc2)CC1,-10.0
Cc1ccc(S(=O)(=O)NN=Cc2ccccc2OCc2ccccc2)cc1,-9.4
# Continued.
SMILES,SSB-PriA inh
COc1cccc2c1OC(=NO)C(C(=O)Nc1cccc(C)c1C)C2 (configuration not stated),4.7
O=C(CCS(=O)(=O)c1ccccc1)NCC(O)(c1ccco1)C1CC1 (configuration not stated),4.0
COCCN1CCC(CNC(=O)C(=O)Nc2ccc(C(C)C)cc2)CC1,-3.0
CO[C@@](C)(CNC(=O)c1ccccc1C)c1ccccc1F,-6.0
COCCn1nnn(-c2ccc(NC(=O)c3ccc(F)cc3Cl)cc2)c1=O,-17.0
CCOC(=O)N1CCN(C(=O)CSc2nnc(-c3c[nH]c4ccccc34)n2-c2ccc(F)cc2)CC1,-10.0
O=C(CS(=O)(=O)c1ccc(F)cc1)Nc1ccc(Br)cc1C(=O)c1ccccc1,-9.0&8.0
COC(=O)CSc1nc(N)c(C#N)c(-c2ccc(OC)cc2)c1C#N,-19.0
NC(=NOC(=O)CSc1ccccc1)c1cccc([N+](=O)[O-])c1,7.1
O=C(OCc1cc(-c2cccs2)on1)c1cc2ccccc2o1,-8.0&19.0
CSc1cccc(NC(=O)Cn2c(=O)nc(-c3ccccc3F)c3cc(Cl)ccc32)c1,7.0
COc1ccc(N2CC(NC(=O)/C=C\c3ccc([N+](=O)[O-])cc3)CC2=O)cc1 (configuration not stated),0.0
Cc1ccc(NC(=S)NN=C2CC(C)(C)Oc3ccc(O)cc32)cc1,15.4
